IDH1 R132H inh = human IDH1 R132H inhibition; O75874; IDH1-R132H enzyme, NADPH consumption, diaphorase/resazurin fluorescence; Potency, µM (titrated, usually from 76.6 µM), for inactives: at the top dose activity change, negative = inhibition, actives largely listed as inhibitors; hit rate 0.093% among 390,000; AID 602179; further: potency means the concentration at half of the fitted maximal effect; on the % scale 0 is the no-effect control and ±100 the full control effect; nearly all actives have a fitted effect of over 65% in size
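IDH1-R132H (0.5 ug/mL) preincubated 30 min with compound, then NADPH (0.016 mM) and alpha-KG (2 mM) added; 80 min at RT, pH 7.5. Remaining NADPH coupled via diaphorase/resazurin to fluorescence (540/590 nm); concentration-response curves normalized to no-enzyme control.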
USP1 inh = USP1/UAF1 (human) deubiquitinase inhibition; AID 743255; Potency, µM (highest dose often 57.1 µM), for inactives: top-dose activity change, negative = inhibition, most hits filed as inhibitors; hit rate 0.23% among 390,000; recombinant USP1/UAF1, Ub-Rhodamine cleavage fluorescence; further: potency means the concentration at half of the fitted maximal effect; on the % scale 0 is the no-effect control and ±100 the full control effect; nearly all actives have a fitted effect of over 60% in size; inactives centre near -12
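High-throughput fluorogenic screen: 1nM USP1/UAF1 complex, Ub-Rho substrate 150nM final, 50mM HEPES pH 7.8 with 0.5mM EDTA, 0.1 mg/ml BSA, 1mM TCEP and 0.01% Tween-20.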
Vif-A3F inh = blocks the Vif interaction with APOBEC3F; HeLa A3F-eYFP + Vif (tagged APOBEC3F with the HIV-1 protein that degrades it), YFP fluorescence increase; Potency, µM (doses to about 46.1 µM), for inactives: at the top dose activity, negative = active; hit rate 0.2% among 390,000; AID 602313; further: potency means the concentration at half of the fitted maximal effect; % of control where 0% means no effect; nearly all actives have a fitted effect of over 65% in size
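Fluorescence increase (Ex 488/Em 500-530) after overnight compound treatment at 37 deg C flags inhibition of Vif-driven A3F-eYFP loss in stable HeLa A3F-eYFP/Vif cells seeded overnight beforehand.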
LDHA block = LDHA (human) enzyme inhibition. P00338. purified LDHA, NADH/diaphorase-resazurin fluorescence; stronger effect = lower value. activity change, % (values are at about 110 or 230 µM). hit rate 0.15% among 480,000; in the data active means activity change below about -30%; inconclusive means mostly about -25% to -30%;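 further: plate controls were DMSO wells for no effect and wells without enzyme for full effect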
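Remaining NADH was detected by diaphorase (0.133 mg/mL) converting 37 µM resazurin to fluorescent resorufin, read at 0 and 20 minutes. The preceding 5-minute room-temperature reaction used 2 nM LDHA, 0.2 mM sodium pyruvate and 0.06 mM NADH at pH 7.4.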
RXFP1 ag = RXFP1 (human) receptor agonism; Potency, µM (top dose mostly 57.5 µM), for inactives: at the top dose activation, actives largely listed as activators; HEK293T-RXFP1 cAMP TR-FRET, 30 min; response scale: percent of porcine relaxin response, buffer zero; hit rate 0.3% among 370,000; further: potency means the concentration at half of the fitted maximal effect; on the % scale 0 is the no-effect control and ±100 the full control effect; nearly all actives have a fitted effect of over 60% in size; many of its hits are not listed in these tables
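Agonist response is measured as cAMP accumulation in an RXFP1-transfected HEK293T line under PDE4 inhibition. Values are scaled between buffer-only and 29 nM porcine relaxin, and EC50s come from standard Hill equation fits.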
TrxR1 substrate = rat thioredoxin reductase 1 substrate activity; O89049; purified TrxR1 substrate turnover, NADPH consumption readout; AID 588456; Potency, µM (top dose mostly 114 µM), inactives show top-dose activity change, negative = substrate turnover; hit rate 0.01% among 390,000; further: potency means the concentration at half of the fitted maximal effect; on the % scale 0 is the no-effect control and ±100 the full control effect; nearly all actives have a fitted effect of over 50% in size
Target sequence (O89049 whole entry, looked up): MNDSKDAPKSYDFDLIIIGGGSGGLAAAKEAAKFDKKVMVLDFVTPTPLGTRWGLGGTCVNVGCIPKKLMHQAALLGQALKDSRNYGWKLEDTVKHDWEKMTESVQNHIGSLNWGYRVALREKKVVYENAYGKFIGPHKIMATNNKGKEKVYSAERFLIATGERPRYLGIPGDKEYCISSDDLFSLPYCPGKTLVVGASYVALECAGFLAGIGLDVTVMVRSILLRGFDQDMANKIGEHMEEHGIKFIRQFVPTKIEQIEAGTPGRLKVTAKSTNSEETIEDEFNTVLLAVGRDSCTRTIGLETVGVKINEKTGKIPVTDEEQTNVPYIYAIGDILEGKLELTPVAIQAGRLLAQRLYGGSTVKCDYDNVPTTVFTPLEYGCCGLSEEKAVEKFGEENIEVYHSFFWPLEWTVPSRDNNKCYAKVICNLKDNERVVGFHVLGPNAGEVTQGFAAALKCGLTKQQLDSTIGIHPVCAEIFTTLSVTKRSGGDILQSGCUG
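Rat TrxR1, dispensed at 90 nM, was prereduced with 400 uM NADPH (final) for 5 min at ~22 deg C, then incubated with compound 15 min before 400 uM selenite. A first-read NADPH fluorescence drop versus no-compound background flagged substrates.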
PI4K2A block = blocks human PI4K2A kinase activity. AID 1346378. activity change, negative = inhibition, % at 76.9 µM. purified PI4K2A, ADP-Glo luminescence, 1 h; stronger effect = lower value. Q9BTU6. hit rate 0.13% among 420,000; in the data active means activity change below about -50%; inconclusive means mostly about -30% to -49%;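 further: -100% = wells without enzyme as full effect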
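In this quantitative HTS, ADP production by PI4K2A was quantified luminescently after 1 h at ambient temperature; 100 microM adenosine served as plate-quality control.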
Vif-APOBEC3G blk = blocks the Vif interaction with human APOBEC3G; Q9HC16; HeLa A3G-eYFP + Vif (tagged APOBEC3G with the HIV-1 protein that degrades it), YFP fluorescence, overnight; Potency, µM (titrated, usually from 46.1 µM), inactives show top-dose activity, negative = active, most hits filed as inhibitors; hit rate 0.076% among 410,000; AID 602310;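 further: potency means the concentration at half of the fitted maximal effect; on the % scale 0 is the no-effect control and ±100 the full control effect; nearly all actives have a fitted effect of over 60% in size; hits raise eYFP signal because A3G escapes Vif-driven loss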
Target sequence (Q9HC16 whole entry, looked up): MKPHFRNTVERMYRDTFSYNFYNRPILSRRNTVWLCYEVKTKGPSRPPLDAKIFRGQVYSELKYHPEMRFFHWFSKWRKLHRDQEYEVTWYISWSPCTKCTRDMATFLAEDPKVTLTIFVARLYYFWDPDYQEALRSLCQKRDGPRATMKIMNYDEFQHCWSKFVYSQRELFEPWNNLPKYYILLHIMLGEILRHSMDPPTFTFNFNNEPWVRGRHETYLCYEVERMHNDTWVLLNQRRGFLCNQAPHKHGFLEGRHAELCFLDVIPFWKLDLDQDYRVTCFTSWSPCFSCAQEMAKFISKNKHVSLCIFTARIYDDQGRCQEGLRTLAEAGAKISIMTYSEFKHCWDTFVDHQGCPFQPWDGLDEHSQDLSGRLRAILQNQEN
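HeLa cells stably expressing Vif and C-terminally eYFP-tagged A3G, seeded overnight at 37 deg C, then exposed to compound by pintool overnight at 37 deg C. Rise in yellow fluorescence (Ex 488/Em 500-530, Acumen) marks blocked Vif-driven A3G degradation.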
GRP78 ERSR act = inducers of ER stress response in human glioma cells. U87-MG GRP78 promoter luciferase reporter, 16 h. Potency, µM, inactives show at the highest dose activation, usual class: activators. hit rate 0.02% among 420,000. AID 602332; further: potency means the concentration at half of the fitted maximal effect; series mostly up to about 76 µM; % of control where 0% means no effect; nearly all actives have a fitted effect of over 35% in size
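ERSR induction read as luciferase luminescence (Bright-Glo, 10 min at room temperature) in stably transfected human U87-MG glioma cells exposed to compounds for 16 h, using GRP78 as sensor.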
Numbers without * were called inactive; ? = inconclusive; . = not tested or not shown; [ ] = dose if it differs, or a comment. Unless noted, the call rests on the fitted dose curve; in most records, active means well fitted curve in the direction sought with a large enough effect; inconclusive means small, poorly fitted or top-dose-only effect, or another doubt; inactive means no such curve, though single readings can be large; an effect the other way counts as inactive or inconclusive.

SMILES	IDH1 R132H inh	USP1 inh	Vif-A3F inh	LDHA block	RXFP1 ag	TrxR1 substrate	PI4K2A block	Vif-APOBEC3G blk	GRP78 ERSR act
COc1ccc(-n2nc3c(c2NC(=O)c2ccc4c(c2)OCO4)CS(=O)(=O)C3)cc1	1%	-10%	1%	4	0.5%	-7%	0	-7%	3%
COc1ccc(NC(=O)C2Cc3c(-c4cccc(C(C)=O)c4)ccnc3O2)cc1OC (configuration not stated)	.	.	.	2	.	.	0	-21%	2%
COc1ccc(-c2c(C)nn3c(-c4ccccc4)cc(C)nc23)cc1OC	-10%	-15%	-11%	-3	1.3%	-6%	2	-2%	-2%
CC1=CC(=O)C=CC1=Nc1ccc(N(C)C)cc1	.	.	.	27	.	.	?	4%	-8%
OCCC1CN(Cc2ccccc2O)CCN1CCc1ccccc1 (configuration not stated)	2%	-13%	16%	0	0.0%	-19%[57.1 µM]	-5	5%	0%
COc1cc(C(=O)NC(C)c2cc(C)ccc2C)ccc1OCC(=O)N1CCOCC1 (configuration not stated)	1%	-17%	3%	-5	0.8%	1%	-1	-1%	-2%
NNC(=O)c1n[nH]c(=O)c2ccccc12	19%	-15%	0%	-2	5.3%	2%	2	?	-3%
Cc1cccc(CN2CCN(C3CN(CCc4ccccc4)S(=O)(=O)C3)CC2)c1 (configuration not stated)	.	.	.	1	.	.	-2	-3%	4%
CCOC(=O)c1ccccc1NS(=O)(=O)c1ccc(OCC)cc1	6%	-20%	-11%	-1	-1.0%	12%[57.1 µM]	-3	-26%	-2%
CCCc1nnc(NC(=O)C2CCN(C(=O)c3ccco3)CC2)s1	2%	-21%	3%	-3	-3.2%	-1%[57.1 µM]	1	-6%	-3%
Oc1ccc(CNCC2COc3ccccc3O2)cc1 (configuration not stated)	5%	-4%	-6%	-12	-2.1%	2%	7	-1%	2%
CCOC(=O)c1ccccc1NC(=O)CSc1ncc2c(n1)-c1ccccc1N(CC)S2(=O)=O	-7%	?	1%	2	0.1%	10%[57.1 µM]	-1	-5%	-4%
CCn1c(C(C)NC(=O)c2cccc(C)c2)n[nH]c1=S (configuration not stated)	-1%	-10%	2%	-5	-2.1%	-1%	1	2%	0%
CCCCOc1ccc(CNC(=O)Cn2ncn3c(cc4cc(F)ccc43)c2=O)cc1	-9%	-9%	-1%	-7	0.1%	6%	-1	-3%	-4%
O=C(O)COc1ccc(/C=N/NC(=O)/C(=C/C=C/c2ccccc2)NC(=O)c2ccccc2)cc1	-1%	6%	0%	-7	-0.3%	?	-8	7%	-3%
COc1cc(NC(=O)c2cnn(-c3cccc(F)c3)c2C2CCNCC2)cc(OC)c1OC	-2%	-13%	-8%	9	-2.8%	3%	-6	-5%	-2%
Nn1c(SCC(=O)Nc2ccc(F)cc2)nnc1C1CCCCC1	0%	-21%	3%	-4	-0.4%	-5%	-2	-1%	0%
COc1ccc(/C=C2\SC(=S)N(CC3CCCO3)C2=O)cc1 (configuration not stated)	6%	-16%	8%	1	-3.9%	3%[57.1 µM]	0	0%	7%
CCCCN(C(C)=O)c1c(CC)nc2ccc(C(=O)NCCOc3ccc(OC)cc3)cn12	.	.	.	-4	.	.	-3	-25%	-3%
O=C(NCc1ccc(F)cc1)c1cc(C2CCCN(C(=O)c3ccccn3)C2)on1 (configuration not stated)	.	.	.	0	.	.	-2	-3%	-2%

3 of the entries above in order of their number in PI4K2A block, rising.
smiles	USP1 inh	LDHA block	RXFP1 ag	TrxR1 substrate	PI4K2A block	GRP78 ERSR act
O=C(O)COc1ccc(/C=N/NC(=O)/C(=C/C=C/c2ccccc2)NC(=O)c2ccccc2)cc1	6%	-7	-0.3%	?	-8	-3%
O=C(NCc1ccc(F)cc1)c1cc(C2CCCN(C(=O)c3ccccn3)C2)on1 (configuration not stated)	.	0	.	.	-2	-2%
COc1cc(C(=O)NC(C)c2cc(C)ccc2C)ccc1OCC(=O)N1CCOCC1 (configuration not stated)	-17%	-5	0.8%	1%	-1	-2%

(cont.)
SMILES	IDH1 R132H inh	USP1 inh	Vif-A3F inh	LDHA block	RXFP1 ag	TrxR1 substrate	PI4K2A block	Vif-APOBEC3G blk	GRP78 ERSR act
Cc1cc2nncn2c(Cc2ccccc2)n1	-1%	-19%	7%	-5	3.7%	-2%	5	-1%	-4%
Cc1nn(-c2cc(Cl)ccc2Cl)c(C)c1C(=O)O	1%	-1%	2%	-1	1.4%	5%[57.1 µM]	5	-1%	-2%
COc1ccc(CCNC(=O)c2cc(-c3cc(C)c(C)cc3O)n[nH]2)cc1OC	0%	-22%	-7%	-4	-0.1%	3%	-1	0%	-3%
O=C(COC(=O)c1ccc2c(c1)OCO2)NCc1ccc(Cl)cc1	3%	-15%	-1%	-3	4.9%	2%	-2	2%	-4%
C=C1c2ccccc2NC(=S)N1Cc1ccc2c(c1)OCO2	-3%	-9%	-18%	6	0.9%	8%[57.1 µM]	-7	-8%	0%
COCCCNC(=S)N/N=C/c1ccc(O)cc1	-5%	7%	0%	-7	-0.5%	-7%	1	1%	-3%
NC(=O)C1CC(=O)N(c2ccc(OCC(=O)NCc3ccccc3)cc2)C1 (configuration not stated)	2%	0%	1%	-3	5.4%	5%	9	3%	-4%
Cc1c(C(=O)OCc2nnc(-c3ccccc3)o2)oc2ccccc12	-5%	-11%	4%	-7	.	0%	6	-3%	-4%
COc1cc(NC(=O)CN2Cc3ccccc3C2=O)cc(OC)c1OC	-6%	2%	3%	13	4.3%	2%	-2	5%	-3%
CC(C)(C)c1ccc(/C=C2\SC(=O)N(CCNC(=O)c3cccc(S(=O)(=O)N4CCOCC4)c3)C2=O)cc1	3%	-25%	-10%	-2	0.0%	-15%	-3	0%	-9%
O=C(CSc1nncs1)Nc1nnc(-c2ccccc2)o1	1%	-16%	7%	-1	-0.2%	4%	-3	1%	-3%
CC(C)[C@H](NC(=O)OCc1ccccc1)C(=O)OCc1cc(=O)oc2cc(O)ccc12	0%	-4%	1%	0	4.2%	16%	-27	-5%	-1%
O=C(NCCNC(=O)c1ccco1)c1ccco1	0%	-8%	1%	-12	4.8%	3%	2	-6%	0%
CC(=O)c1cccc(NC(=O)N2CCCC2C(=O)Nc2c(C)cccc2C)c1 (configuration not stated)	-9%	-12%	0%	-5	1.1%	-2%	-2	-1%	-3%
CCC[n+]1c2ccccc2cc2ccccc21	16%	?	22%	45	14%	15%	27	-29%	-7%
CN(CC(=O)Nc1sccc1C#N)C1CCCCC1	1%	-12%	5%	-1	-0.3%	14%[57.1 µM]	-21	-3%	-2%
O=C(CSc1nc(-c2ccccc2)nc2ccc(F)cc12)Nc1cccc(C(=O)O)c1	14%	-8%	0%	-3	0.0%	-5%	-1	-12%	7%
COc1ccc(CN2CC(C(N)=O)Oc3ccccc32)cc1F (configuration not stated)	5%	-19%	-4%	2	1.8%	-15%[57.1 µM]	-2	1%	-4%
N#Cc1nc(COc2ccccc2Cl)oc1N1CCCC1	6%	-11%	1%	-4	0.4%	-15%[57.1 µM]	1	0%	5%
O=C(Nc1nnc(CC2=CCCCC2)s1)c1cccs1	-1%	-6%	.	-3	-0.1%	4%	-1	-1%	2%
C[n+]1nc(Nc2ccccc2)sc1-c1ccc(O)cc1	-6%	19%	-4%	2	9.5%	-7%	-1	-1%	-5%
Cc1ccccc1NC(=O)C1C2CCC(O2)C1C(=O)O (configuration not stated)	4%	-6%	-1%	-4	-0.1%	-2%	4	1%	-3%
CCC(C)c1ccc(NC(=O)COC(=O)CCNC(=O)c2ccco2)cc1 (configuration not stated)	-5%	-12%	6%	1	-2.7%	-6%	3	1%	2%
COc1cc2c(cc1OC)C(COc1cc(C)cc(C)c1)N(C(C)=O)CC2 (configuration not stated)	6%	-19%	2%	1	-0.3%	-6%	2	-8%	-3%
CC(=O)c1cccc(N(C(=O)c2ccccn2)C(C(=O)NC2CCCCC2)c2ccccc2)c1 (configuration not stated)	-22%	-10%	10%	-2	-1.8%	-15%	2	0%	-4%
CCOc1cc(CNC(=O)c2ccc3c(c2)NC(=O)C2CCCCN32)cc(OCC)c1OCC (configuration not stated)	4%	-36%	-3%	3	1.5%	-5%[57.1 µM]	6	0%	-3%
CCC1(c2ccccc2)NC(=O)N(CC(=O)Nc2nnc(C3CC3)s2)C1=O (configuration not stated)	10%	-3%	-4%	0	0.0%	-3%	2	1%	-4%
CCc1nc2c(OCCOc3ccc(F)cc3)cccn2c1N(C)C(=O)c1ccccc1F	.	.	.	-9	.	.	-2	1%	1%
CCN1C(=O)c2ccccc2S(=O)c2ccc(C(=O)NCCN(CC(C)C)CC(C)C)cc21 (configuration not stated)	1%	-18%	0%	-1	0.9%	-6%	4	2%	-4%
CN1CCN(CC(=O)Nc2cc(N3CCOCC3)ccc2[N+](=O)[O-])CC1	3%	-9%	-6%	-4	-0.5%	-9%	5	1%	-7%
COc1ccc(CN(CC2CCC(C(=O)O)CC2)C(=S)Nc2ccccc2OC)cc1 (configuration not stated)	0%	-18%	2%	0	0.5%	-5%	0	0%	1%
CCOC(=O)[C@@H]1[C@H]2COc3cc(OC)ccc3[C@@H]2N2C(=O)N(c3ccc(F)cc3)C(=O)[C@]12C	-1%	6%	2%	0	1.3%	-3%	4	0%	-5%

The list is partial; rates above refer to the full screens.
